# Assay outcomes deposited in PubChem BioAssay by PCMD.
# FXIa inh mix: inhibitors of human coagulation factor XIa, pooled mixtures. P03951. purified FXIa, fluorogenic substrate. inhibition, % at 5 µM. hit rate 0.19% among 62,000. AID 680; in the data active = inhibition above about 20%, passing the limit was not always enough;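 note: each value is inhibition by a whole ten-compound pool holding the compound; 0% = enzyme with no mixture and 100% = wells lacking enzyme; strong numbers were not always called active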
# CatS block: inhibitors of human cathepsin S | recombinant cathepsin S, AMC dipeptide fluorescence, pooled mixtures | hit rate 0.06% among 62,000 | P25774 | inhibition, %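 (tested at 5 µM per compound within 10-compound mixtures)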; in the data active = inhibition above about 32%, passing the limit was not always enough;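 note: 0% = enzyme without compound and 100% = blank without enzyme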
# C1s inh: blocks human complement C1s protease activity; purified C1s, fluorogenic AMC substrate, pooled mixtures; mean inhibition % of two 10-compound mixtures (stronger effect = higher value), % at 5 µM (by protocol); hit rate 0.16% among 62,000;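 active = inhibition above 20% in each of the two 10-compound mixture wells holding the compound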;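 note: 0% = enzyme wells lacking compound mixture and 100% = no-enzyme blank wells; some compounds called inactive have numbers as strong as hits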
# Target sequence (P09871 16-437 limits assumed): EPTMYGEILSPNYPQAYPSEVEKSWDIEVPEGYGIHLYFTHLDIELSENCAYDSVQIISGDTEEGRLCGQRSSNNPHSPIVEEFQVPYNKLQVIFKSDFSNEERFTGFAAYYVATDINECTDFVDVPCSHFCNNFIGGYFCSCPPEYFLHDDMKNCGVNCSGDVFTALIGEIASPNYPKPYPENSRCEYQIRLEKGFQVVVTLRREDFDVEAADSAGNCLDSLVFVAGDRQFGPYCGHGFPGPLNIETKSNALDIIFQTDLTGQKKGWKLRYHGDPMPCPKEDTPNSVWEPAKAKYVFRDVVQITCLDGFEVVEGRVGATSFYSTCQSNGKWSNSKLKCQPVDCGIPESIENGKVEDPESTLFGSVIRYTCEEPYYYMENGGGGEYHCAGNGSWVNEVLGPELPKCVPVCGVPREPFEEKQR
# Target sequence (P09871 438-688 limits assumed): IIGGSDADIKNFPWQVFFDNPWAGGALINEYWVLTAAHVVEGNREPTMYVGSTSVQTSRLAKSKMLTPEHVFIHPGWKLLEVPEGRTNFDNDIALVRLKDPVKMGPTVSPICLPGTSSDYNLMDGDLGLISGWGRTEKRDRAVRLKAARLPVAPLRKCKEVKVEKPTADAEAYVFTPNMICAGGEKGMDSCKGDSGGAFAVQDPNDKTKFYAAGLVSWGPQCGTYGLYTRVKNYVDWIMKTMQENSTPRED
# E coli RNAP: blocks E. coli RNA polymerase transcription; P0A8V2; fluorescence transcription assay; inhibition, %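 (tested at 10 µM)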; hit rate 0.2% among 62,000; AID 559; in the data active = inhibition above about 20%;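 note: 0% = enzyme without compound and 100% = no enzyme blank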
# CatB block: inhibitors of human cathepsin B. P07858. inhibition, %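 (tested at 10 µM)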. purified cathepsin B, fluorogenic substrate, fluorescence. hit rate 0.1% among 63,000; in the data active = inhibition above about 21%;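 note: 0% = enzyme with no compound and 100% = no enzyme blank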
# AP complement: alternative pathway complement inhibition, orthogonal assay; hit rate 0.08% among 62,000; Human serum alternative complement pathway, LPS-coated ELISA, C3 deposition; tested in compound mixtures; inhibition, % at 5 µM;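 active = inhibition above 30% in each of the two pooled mixtures holding the compound, so the lower value exceeds 30%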;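 note: 0% = serum in Mg-EGTA without compound and 100% = EDTA serum blank; some compounds past the cut are filed as inactive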
#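 Assay system: Human serum alternative complement pathway, C3 deposition on LPS-coated wells | Incubation: 1 h serum-compound exposure at 37 °C | Doses: 5 µM per compound in ten-compound mixtures | Read-out: Percent inhibition | Technique: ELISA with HRP anti-human C3 antibody, TMB substrate, absorbance 450 nm | Replication: Two pool placements per compound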
# CatB mix inh: human cathepsin B inhibition by mixtures; Purified cathepsin B, AMC dipeptide fluorescence, compound mixtures; inhibition, %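 (ten-compound pools at 5 µM per compound and 50 µM total)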; hit rate 0.06% among 62,000; AID 488; in the data active = inhibition above about 22%, passing the limit was not always enough;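 note: 0% = enzyme without compound and 100% = no enzyme blank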
# CatG inh: inhibitors of human cathepsin G | P08311 | purified enzyme, AMC-tetrapeptide fluorescence, pooled mixtures | inhibition, % at 5 µM (by protocol) | hit rate 0.2% among 62,000 | AID 581;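 active = inhibition above 20% in each of the two mixture wells holding the compound; inactive = inhibition of 20% or less in either well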;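 note: 0% = enzyme control without mixture and 100% = blank lacking enzyme; strong numbers were not always called active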
# CatL block: blocks human cathepsin L protease activity; purified cathepsin L, fluorogenic substrate, fluorescence; inhibition, %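 (tested at 10 µM)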; hit rate 0.17% among 58,000; AID 460; in the data active = inhibition above about 45%;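 note: 0% = enzyme with no compound and 100% = no enzyme blank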
# Target sequence (P07711 114-288 limits assumed): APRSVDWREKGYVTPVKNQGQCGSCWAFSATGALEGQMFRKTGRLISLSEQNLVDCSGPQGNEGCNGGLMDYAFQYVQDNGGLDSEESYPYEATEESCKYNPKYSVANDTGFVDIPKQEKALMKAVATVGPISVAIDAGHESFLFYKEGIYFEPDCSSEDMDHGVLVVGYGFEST
# Target sequence (P07711 292-333 limits assumed): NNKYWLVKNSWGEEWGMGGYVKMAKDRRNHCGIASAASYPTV
# * = called active by the depositor; . = no result given. A portion of the library, so the mix of outcomes need not match the whole.
# Each structure is followed by: FXIa inh mix	CatS block	C1s inh	E coli RNAP	CatB block	AP complement	CatB mix inh	CatG inh	CatL block
O=c1c2ccccc2nc(-c2ccoc2)n1CCc1ccccc1
    -11	-4	-67	3	4	-15	-1	-19	20
O=C(NCC1CCCO1)c1ccc(COCC(F)(F)C(F)F)cc1 (centres undefined)
    12	5	-26	2	-4	22	5	22	6
Cc1ccc(CNC(=O)c2cn(C3CCCC3)c(=O)c3c2c2ccccc2n3C)o1
    5	2	-8	6	4	6	0	7	.
O=C(Nc1ccc(-n2cnnn2)cc1)C1CCCN1C(=O)NC1CCCCC1 (centres undefined)
    9	45	-3	-1	6	3	2	-1	2
COc1ccc(CNC2CC(=O)N(C)C2=O)cc1 (centres undefined)
    6	1	8	3	5	14	0	5	0
OCc1nn2c(c1Br)NC(c1ccccc1)CC2C(F)(F)F (centres undefined)
    3	9	1	10	4	-14	2	2	.
CCOc1ccc(N2CC(C(=O)NCc3ccc(F)cc3)CC2=O)cc1 (centres undefined)
    -6	4	-45	8	4	5	-9	5	19
CCC(C)Nc1nc(SC(C(C)=O)C(C)=O)nc(N(C)C)n1 (centres undefined)
    -8	12	-28	-1	6	14	-1	5	13
CCCc1cc(=O)[nH]c(Nc2ccc(OC)c(Cl)c2)n1
    10	9	14	9	6	2	6	14	12
COCCCNc1nc2c([nH]1)c(=O)[nH]c(=O)n2C
    23	1	0	0	-11	4	-4	0	1
CC(C)C(=O)N1c2ccccc2NC2=C(C(=O)CCC2)C1c1ccc(N(C)C)cc1 (centres undefined)
    4	9	16	3	1	10	5	10	.
CSc1nc2cc(Cl)ccc2s1
    8	-1	12	5	-1	-5	-1	9	7
CC1=CC(C)(C)N=C(Nc2ccc(C)cc2)S1
    7	-9	2	1	-4	12	2	-3	-17
CN1CCN(CCCNC(=O)c2cc3c(-c4ccc(Cl)cc4)nn(C)c3s2)CC1
    -1	4	-6	-3	1	18	2	7	-6
CCOc1ccccc1NC(=O)CSc1nnc(-c2ccco2)o1
    2	-6	-1	-3	2	14	-2	-6	-2
O=C(O)CSc1nnc(-c2cccnc2)n1Cc1ccccc1
    5	4	12	12	1	9	3	8	20
COc1cc2nc(SCC(N)=O)n(CCC3=CCCCC3)c(=O)c2cc1OC
    1	-1	0	3	-2	6	6	2	5
CCCc1cc(C(=O)OC)c(NC(=O)OCC)s1
    8	0	13	5	5	3	2	14	10
COC(=O)c1ccc(NC(=O)COc2ccccc2OC)cc1
    -4	1	3	6	8	8	2	11	.
CC(C)(C)n1ncc2c(=O)n(CC(=O)NCc3ccccc3Cl)cnc21
    -1	12	14	12	0	-3	-3	6	15

# Following part
# Each structure is followed by: FXIa inh mix	CatS block	C1s inh	E coli RNAP	CatB block	AP complement	CatB mix inh	CatG inh	CatL block
CCOc1ccc2cc(C#N)c(SCC(=O)N3CCCC3)nc2c1
    3	7	-14	-16	0	-1	3	-8	-12
COCc1cc(=O)n2[nH]c(C)nc2n1
    7	-6	2	-5	-4	14	-7	2	2
O=C(NCc1ccc(F)cc1Cl)C1CCN(S(=O)(=O)N2CCC3(CC2)OCCO3)CC1
    3	2	17	-2	1	12	4	9	0
O=C(C1CCCN(S(=O)(=O)c2cnc[nH]2)C1)N1CCN(c2ccc(Cl)cc2)CC1 (centres undefined)
    1	-8	-1	0	2	15	2	-10	-1
Cc1ccc(CCNC(=O)C2CCCN(S(=O)(=O)c3c(C)nn(C)c3C)C2)cc1 (centres undefined)
    4	-1	6	7	2	15	4	10	-4
CCOC(=O)N1CCN(c2nc(-c3ccc(Cl)cc3)cs2)CC1
    4	10	1	11	5	-6	3	0	1
COc1ncnc2c1oc1nc(CC(C)C)c3c(c12)CCCC3
    5	12	-11	5	7	-21	7	-12	11
O=C(NCCCN1CCCC1)c1cccc(N2CCCC2=O)c1
    0	16	-6	7	0	0	5	-4	6
COc1ccc2c(CC(=O)Nc3ccc(OC)c(NS(=O)(=O)c4ccc(F)cc4)c3)coc2c1
    10	-6	9	8	0	15	19	14	-2
CC1CCN(S(=O)(=O)c2cc(Cl)ccc2Br)CC1
    2	-9	12	1	0	16	1	9	-9
CC(C)CN(CC(C)C)S(=O)(=O)N1CCC(C(=O)NCCN2CCOCC2)CC1
    0	4	-1	-3	3	0	-7	-2	10
COc1ccc(C(C(O)C(=O)c2c[nH]c3ccccc23)N2CCN(c3ccc(OC)cc3)CC2)cc1 (centres undefined)
    2	0	-4	5	3	16	1	-4	3
CC1CCCC(C)N1CCNC(=O)CCn1nc(-c2ccccc2)ccc1=O (centres undefined)
    4	7	19	6	5	9	1	8	33
O=c1c2cn[nH]c2nc(SCc2ccc3c(c2)OCCO3)n1-c1ccccc1
    2	11	-4	7	13	-1	5	-23	9
Cc1csc(NC(=O)c2ccccc2C(=O)O)n1
    9	1	14	8	5	4	3	9	15
COC(=O)c1c(C)cc(C)n2c1nc1ccccc12
    9	8	-2	5	0	4	6	13	.
CC(=O)CSc1ncnc2nc[nH]c12
    4	-7	11	.	-3	9	1	8	8
Cc1ccc(S(=O)(=O)N2CCN(S(=O)(=O)N(C)C)CC2)cc1
    8	-12	13	6	4	11	5	11	0
Cn1c(SCC(=O)NCc2ccc3c(c2)OCO3)nnc1-c1c[nH]c2ccccc12
    -25	-21	-63	-2	5	28	-12	2	.
CC1=C(C)CS(=O)N(c2ccc(S(N)(=O)=O)cc2)C1 (centres undefined)
    19	1	-1	4	10	7	14	14	.

# Single records (already shown). Order of values: FXIa inh mix, CatS block, C1s inh, E coli RNAP, CatB block, AP complement, CatB mix inh, CatG inh, CatL block
# `COc1ccc(C(C(O)C(=O)c2c[nH]c3ccccc23)N2CCN(c3ccc(OC)cc3)CC2)cc1` (centres undefined) is listed with 2, 0, -4, 5, 3, 16, 1, -4, 3
# `O=C(C1CCCN(S(=O)(=O)c2cnc[nH]2)C1)N1CCN(c2ccc(Cl)cc2)CC1` (centres undefined) is listed with 1, -8, -1, 0, 2, 15, 2, -10, -1

# Next results follow.
# Each structure is followed by: FXIa inh mix	CatS block	C1s inh	E coli RNAP	CatB block	AP complement	CatB mix inh	CatG inh	CatL block
Cn1nnc(NC(=O)CSc2ncn[nH]2)n1
    -32	-20	-233	12	5	11	-15	-19	.
COC(=O)c1c(NC(=O)CSc2nnc(-c3cccnc3)n2Cc2ccco2)sc(C)c1C
    -3	7	-2	7	3	9	3	-3	-2
CC1CCCCN1C(=O)Cn1cc(C(=O)c2ccco2)c2ccccc21 (centres undefined)
    2	14	-11	5	6	-14	7	-3	5
O=c1cc(-c2ccc(Cl)c(Cl)c2)[nH][nH]1
    9	-1	15	.	5	4	2	9	8
O=C(Oc1ccc(Cl)c2cccnc12)N1CCCCC1
    6	-12	8	4	1	14	3	8	6
CCC(C(=O)Nc1cc(C)nn1-c1nc(C)cc(C)n1)c1ccccc1 (centres undefined)
    -1	-12	-10	4	3	-1	3	1	16
COc1cccc(C(=O)NC2=NCCS2)c1OC
    -3	-8	-22	-13	-1	2	-4	-13	-6
COc1cc2c(C#N)c(N3CCOCC3)nc(N)c2c(N)n1
    -1	-5	-23	-8	0	0	3	-9	-250
CCOc1ccc(OCCCCN(C)C)cc1
    5	-7	3	4	-5	10	6	0	-1
CCn1cc(C(=O)NCCCN(C)c2ccccc2)c(=O)c2cc(S(=O)(=O)N(C)C)ccc21
    2	4	7	6	1	7	-1	3	.
O=c1oc(-c2ccccc2)nc2c1cnn2-c1ccccc1
    1	9	4	11	2	-5	2	6	14
Cc1ccc(C2CC(c3ccc(Cl)cc3)n3nc(N)nc3N2)cc1 (centres undefined)
    6	14	-10	1	13	12	9	0	6
COc1ccc2nc(C)cc(N3CCOCC3)c2c1
    2	13	-17	3	.	-3	5	8	13
O=C(CN1C(=O)C2C3C=CC(C3)C2C1=O)NCCC1=CCCCC1 (centres undefined)
    -1	1	-60	6	11	3	-1	-1	21
N=C1C(c2nc3ccccc3[nH]2)=C(O)CN1c1ccccc1
    2	7	-28	4	-4	16	5	-2	17
Cc1cc(C)nc(SCC(=O)Nc2ccc(Br)cn2)n1
    2	1	10	6	2	-1	-2	8	4
O=C(NCC1COc2ccccc2O1)C1CCCN(S(=O)(=O)c2cccc3cccnc23)C1 (centres undefined)
    8	19	-28	5	0	3	8	-2	.
COCCn1nnnc1C(C(C)C)N(Cc1cccnc1)Cc1ccccc1Cl (centres undefined)
    10	5	3	-4	0	7	2	0	3
N/C(=N/O)c1nc(N2CCCCC2)nc(N2CCCCC2)n1
    3	4	15	10	3	9	5	10	3
CC(=O)C1C(c2cccc(Oc3ccccc3)c2)NC(=O)NC1(O)C(F)(F)F (centres undefined)
    2	10	-10	9	3	7	4	10	13

# Next part
# Each structure is followed by: FXIa inh mix	CatS block	C1s inh	E coli RNAP	CatB block	AP complement	CatB mix inh	CatG inh	CatL block
COC(=O)c1[nH]c2ccc(C)cc2c1NC(=O)CCN1CCN(C2CCCCC2)CC1
    8	-4	7	4	1	21	2	5	0
COc1ccc(C2C(C(=O)N3CCN(c4ccc(OC)cc4)CC3)c3ccccc3C(=O)N2C)cc1 (centres undefined)
    -4	0	2	3	2	8	3	6	2
O=C(NCc1ccco1)c1ccc2c(=O)n(Cc3ccco3)c(SCC(=O)N3CCCC3)nc2c1
    6	-5	8	0	-1	19	4	8	-6
Cc1nnc2n(Cc3ccccc3)c(=O)c3c4c(sc3n12)COC(C)(C)C4
    4	2	1	3	-3	9	4	0	-3
CCc1nnc(NC(=O)CSc2nnc(CSc3nc(C)cc(C)n3)n2C)s1
    -38	-31	-213	2	-2	-4	-21	-25	1
CN1C(=O)C(O)(C2COC(C)(C)CC2=O)c2cc(Br)ccc21 (centres undefined)
    12	8	-28	5	-3	2	6	1	14
Cc1cc(=O)oc2cc3c(cc12)OCCO3
    -1	2	-14	0	1	-16	-1	-5	1
Cc1ccc(OCc2nc(C#N)c(NCCCn3ccnc3)o2)cc1
    12	3	9	4	3	8	0	9	6
CCOC(=O)c1cc(NC(=O)N2CCCCC2)c(C)nc1C
    -1	-2	2	4	0	19	1	7	6
COc1ccccc1-c1cc(C(=O)Nc2cc(C)nn2-c2ccccc2)no1
    0	-2	6	6	0	8	-5	12	-6
COC(=O)CCC(=O)N1CCc2cc(S(=O)(=O)N3CCc4ccccc43)ccc21
    5	-1	-20	6	2	0	5	-7	-1
COc1cc(NC2c3ccccc3C(=O)N2c2ccc(C)cn2)cc(OC)c1OC (centres undefined)
    10	-2	5	-4	3	13	1	4	-6
Cc1ccc(NC(=O)C2CCCN(S(=O)(=O)c3cccs3)C2)cc1 (centres undefined)
    5	10	-13	7	7	9	21	-2	-5
CC[C@H](C)C(=O)O[C@H]1C[C@@H](C)C=C2C=C[C@H](C)[C@H](CC[C@@H]3C[C@@H](O)CC(=O)O3)[C@H]21
    -1	7	15	12	4	13	5	16	4
COc1ccc(C2CC(C(F)(F)F)n3nc(C(=O)NCCCn4ccnc4)cc3N2)cc1OC (centres undefined)
    3	1	8	7	-3	12	3	7	-10
Cc1cc(N2CC(C(=O)O)CC2=O)ccc1Br (centres undefined)
    1	1	16	1	2	9	4	9	1
COc1ccc(C)cc1NC(=O)c1ccoc1C
    9	4	4	6	1	8	-2	2	3
Nc1nc(-c2ccccc2)cc(C(F)(F)F)n1
    2	-3	-3	4	1	13	5	-16	1
COCCCN(C(=O)c1ccco1)c1nc(-c2cc(OC)ccc2OC)cs1
    12	1	18	8	-1	11	3	11	-1
CCCc1[nH]nc2c1C(c1cc(OC)cc(OC)c1)C(C#N)=C(N)O2 (centres undefined)
    2	-4	3	1	7	7	4	7	-5
COc1ccc(CCNc2nc(N3CCOCC3)nc(N3CCOCC3)n2)cc1OC
    0	-7	1	8	1	4	-12	11	3
COCN(C#N)c1nc(OC)nc(OC)n1
    2	-4	-27	1	3	7	3	-3	0
